# High-throughput results as filed in PubChem.
# EZH2 inh = EZH2/PRC2 methyltransferase inhibitors, primary screen, biochemical, DELFIA time-resolved fluorescence, single point. PRC2 H3K27 methylation, DELFIA TRF, 1 h. hit rate 0.35% among 57,000. Histone-lysine N-methyltransferase EZH2 (Homo sapiens), Q15910. inhibition, % at 12.5 µM;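 active means mean inhibition of replicates at least 50% and every single replicate also reaching 50%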;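 further: dimethyl H3K27 on biotinylated H3 21-44 peptide detected by antibody; plate controls were median neutral control wells for no effect and median positive control wells for full effect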
# Target sequence (Q15910 whole entry, looked up): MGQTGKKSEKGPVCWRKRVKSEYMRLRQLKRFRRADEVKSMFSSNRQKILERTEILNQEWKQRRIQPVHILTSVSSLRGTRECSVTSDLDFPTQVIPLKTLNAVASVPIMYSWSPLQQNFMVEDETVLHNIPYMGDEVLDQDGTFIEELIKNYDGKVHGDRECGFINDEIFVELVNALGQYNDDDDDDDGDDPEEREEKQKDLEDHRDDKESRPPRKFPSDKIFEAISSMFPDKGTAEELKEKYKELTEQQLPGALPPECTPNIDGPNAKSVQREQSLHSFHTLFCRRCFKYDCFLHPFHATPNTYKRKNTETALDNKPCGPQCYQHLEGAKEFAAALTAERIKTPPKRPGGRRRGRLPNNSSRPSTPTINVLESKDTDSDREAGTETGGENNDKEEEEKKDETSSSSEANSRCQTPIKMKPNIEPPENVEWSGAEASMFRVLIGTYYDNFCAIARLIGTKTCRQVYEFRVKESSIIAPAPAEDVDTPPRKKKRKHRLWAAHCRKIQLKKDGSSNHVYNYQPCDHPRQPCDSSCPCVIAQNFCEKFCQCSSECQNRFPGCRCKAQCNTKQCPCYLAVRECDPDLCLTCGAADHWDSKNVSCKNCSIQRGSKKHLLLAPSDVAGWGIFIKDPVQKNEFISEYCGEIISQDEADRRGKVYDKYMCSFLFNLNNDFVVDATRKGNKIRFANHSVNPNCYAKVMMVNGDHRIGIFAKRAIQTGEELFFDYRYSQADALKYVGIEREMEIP
# IDH1 mut inh = inhibitors of IDH1 R132H reductase, primary screen, biochemical, plate reader, single point; hit rate 0.18% among 70,000; AID 624101, 2012; inhibition, % at 10 µM; Isocitrate dehydrogenase [NADP] cytoplasmic (Homo sapiens), O75874; diaphorase/resazurin fluorescence, 60 min; in the data active means inhibition above about 34%;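 further: 0% = DMSO and 100% = no enzyme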
# Starred values were filed as active, the others as inactive; nt = no result given.
structure	EZH2 inh	IDH1 mut inh
COc1ccc(NC(=O)Nc2ccc3c(c2)C(=O)N([C@H](C)CO)C[C@H](C)[C@@H](CN(C)S(=O)(=O)c2ccc(Cl)cc2)OCCCC[C@@H](C)O3)cc1	nt	1.3
C[C@@H]1CN([C@@H](C)CO)C(=O)c2cccc(NC(=O)c3cnccn3)c2O[C@H]1CN(C)Cc1ccc(C(=O)Nc2ccccc2N)cc1	-16.5	-0.1
COc1cccc(S(=O)(=O)Nc2ccc3c(c2)[C@H]2C[C@@H](CC(=O)NCc4ccccc4F)O[C@H](CO)[C@H]2O3)c1	4.1	-2.5
C[C@@H]1CN([C@H](C)CO)C(=O)c2cc(N(C)C)ccc2O[C@@H]1CN(C)S(=O)(=O)c1cccs1	5.9	1.0
CNC[C@@H]1OCCCC[C@H](C)Oc2ccc(NS(=O)(=O)c3ccc(C)cc3)cc2C(=O)N([C@H](C)CO)C[C@H]1C	-1.9	nt
CNC[C@H]1Oc2ccc(NC(=O)NC3CCCCC3)cc2C(=O)N([C@@H](C)CO)C[C@H]1C	4.9	2.9
CNC[C@@H]1OCCCC[C@H](C)Oc2ccc(NS(=O)(=O)c3ccc(F)cc3)cc2C(=O)N([C@H](C)CO)C[C@@H]1C	5.5	nt
COc1ccc(-c2ccc3c(c2)O[C@H](CN(C)Cc2ccccc2C(=O)O)[C@@H](C)CN([C@@H](C)CO)S3(=O)=O)cc1	19.2	-10.9
C[C@@H]1CN([C@@H](C)CO)C(=O)c2cc(NC(=O)Nc3ccc4c(c3)OCO4)ccc2O[C@@H](C)CCCCO[C@H]1CN(C)Cc1ccccc1	nt	0.5
CC(=O)n1cc([C@H]2C=C(C(=O)Nc3ccccc3)O[C@@H](OCCCCO)C2)c2ccccc21	-8.5	nt
C[C@H](CO)N1C[C@H](C)[C@H](CN(C)Cc2ccc(C(F)(F)F)cc2)Oc2c(NC(=O)C3CCOCC3)cccc2C1=O	5.1	1.4
O=C(Nc1ccc2c(c1)[C@@H]1C[C@@H](CC(=O)N3CCCCC3)O[C@@H](CO)[C@@H]1O2)Nc1ccccc1F	9.9	4.2
C[C@@H]1CN([C@H](C)CO)C(=O)c2cc(NC(=O)Nc3ccc(C(F)(F)F)cc3)ccc2O[C@@H]1CN(C)Cc1ccc(-c2ccccc2)cc1	nt	0.1
C[C@@H]1CN([C@@H](C)CO)C(=O)c2c(c3ccccc3n2C)-c2ccccc2CO[C@H]1CN(C)S(=O)(=O)CC(F)(F)F	-21.2	nt
COc1ccccc1CCNC(=O)Nc1cccc([N+](=O)[O-])c1	10.6	0.0
C[C@@H]1CN([C@H](C)CO)C(=O)c2cc(NC(=O)Nc3ccc4c(c3)OCO4)ccc2O[C@@H]1CN(C)Cc1ccc(C(=O)Nc2ccccc2N)cc1	-11.5	nt
COc1ccc(Cl)cc1N(CC(=O)Nc1ccccc1C(F)(F)F)S(C)(=O)=O	1.2	-0.2
COc1ccccc1C1C(C(=O)Nc2ccc(C)cc2C)=C(C)Nc2nnnn21 (stereo unspecified)	-4.5	-0.2
COc1ccc(NC(=O)N[C@H]2CC[C@H](CCNC(=O)Cc3ccncc3)O[C@@H]2CO)cc1	4.8	0.3
Cc1ccc(NC(=O)CCC(=O)c2ccc(Oc3ccccc3)cc2)cc1	52.3*	-0.1
C[C@@H]1CCCCO[C@@H](CN(C)S(=O)(=O)c2ccccc2)[C@H](C)CN([C@H](C)CO)C(=O)c2cc(NS(=O)(=O)c3cn(C)cn3)ccc2O1	nt	-1.0
O=C(C[C@H]1C=C[C@H](NS(=O)(=O)c2ccccc2F)[C@@H](CO)O1)NCCCN1CCOCC1	1.9	-0.1
CO[C@H]1CN(C)C(=O)c2ccc(NC(=O)c3cnccn3)cc2OC[C@@H](C)N(C(=O)C2CC2)C[C@H]1C	-3.9	0.4
CCCC(=O)Nc1ccc2c(c1)OC[C@@H](C)N(C(=O)CC)C[C@H](C)[C@H](OC)CN(C)C2=O	-5.4	0.6
O=C(C[C@H]1C[C@H]2c3cc(NC(=O)NC4CCCC4)ccc3O[C@H]2[C@@H](CO)O1)NCC(F)(F)F	-14.9	0.4
Cc1ccc(S(=O)(=O)N(C)C[C@@H]2Oc3ccc(NC(=O)CCC(F)(F)F)cc3CC(=O)N([C@@H](C)CO)C[C@H]2C)cc1	-14.8	-0.2
Cc1noc(C)c1S(=O)(=O)Nc1ccc2c(c1)C(=O)N([C@@H](C)CO)C[C@H](C)[C@H](CN(C)Cc1ccccc1)OCCCC[C@H](C)O2	nt	0.2
C[C@@H]1CCCCO[C@@H](CN(C)Cc2ccc(C(F)(F)F)cc2)[C@@H](C)CN([C@@H](C)CO)C(=O)c2cc(NC(=O)Nc3ccccc3)ccc2O1	nt	0.5
CC(C)NC(=O)Nc1ccc2c(c1)C(=O)N([C@@H](C)CO)C[C@H](C)[C@@H](CN(C)C(=O)Nc1ccc(C(F)(F)F)cc1)O2	-7.2	nt
C[C@H](CO)N1C[C@H](C)[C@@H](CN(C)C(=O)Nc2cccc3ccccc23)Oc2ccc(NS(=O)(=O)c3cn(C)cn3)cc2C1=O	nt	-0.4

# Retrieved by structure from above (5):
structure	EZH2 inh	IDH1 mut inh
O=C(C[C@H]1C=C[C@H](NS(=O)(=O)c2ccccc2F)[C@@H](CO)O1)NCCCN1CCOCC1	1.9	-0.1
C[C@H](CO)N1C[C@H](C)[C@@H](CN(C)C(=O)Nc2cccc3ccccc23)Oc2ccc(NS(=O)(=O)c3cn(C)cn3)cc2C1=O	nt	-0.4
C[C@@H]1CCCCO[C@@H](CN(C)S(=O)(=O)c2ccccc2)[C@H](C)CN([C@H](C)CO)C(=O)c2cc(NS(=O)(=O)c3cn(C)cn3)ccc2O1	nt	-1.0
Cc1noc(C)c1S(=O)(=O)Nc1ccc2c(c1)C(=O)N([C@@H](C)CO)C[C@H](C)[C@H](CN(C)Cc1ccccc1)OCCCC[C@H](C)O2	nt	0.2
Cc1ccc(S(=O)(=O)N(C)C[C@@H]2Oc3ccc(NC(=O)CCC(F)(F)F)cc3CC(=O)N([C@@H](C)CO)C[C@H]2C)cc1	-14.8	-0.2

# Other structures follow.
structure	EZH2 inh	IDH1 mut inh
C[C@H]1CN([C@@H](C)CO)C(=O)c2cc(NC(=O)Cc3cn(C)c4ccccc34)ccc2O[C@@H]1CN(C)C(=O)NC1CCCCC1	-5.8	-24.5
C[C@@H]1CN([C@H](C)CO)C(=O)c2cccc(NC(=O)NC3CCCCC3)c2O[C@@H]1CN(C)C(=O)Nc1cccc2ccccc12	-4.1	1.7
C[C@@H]1CN([C@@H](C)CO)C(=O)Cc2cc(NC(=O)NC3CCCCC3)ccc2O[C@H]1CN(C)S(=O)(=O)c1cn(C)cn1	nt	-3.6
CCC(=O)N1C[C@@H](C)[C@H](OC)CN(C)C(=O)c2ccc(NC(=O)COC)cc2OC[C@@H]1C	2.0	0.0
c1ccc(Cn2c3ccccc3c3nnc(SCc4ccc5nonc5c4)nc32)cc1	4.1	0.2
O=C(CN1CCOCC1)N[C@@H]1CC[C@H](CCNS(=O)(=O)c2ccccc2F)O[C@@H]1CO	-4.9	1.0
C[C@H]1CN([C@@H](C)CO)C(=O)c2cc(NS(=O)(=O)c3ccccc3)ccc2O[C@H]1CN(C)C(=O)Nc1ccc(C(F)(F)F)cc1	nt	1.3
COc1ccc(NC(=O)Nc2ccc3c(c2)C(=O)N([C@H](C)CO)C[C@H](C)[C@@H](CN(C)Cc2ccc4c(c2)OCO4)O3)cc1	-3.6	3.5
CN1CCN(C(=O)C[C@@H]2C[C@@H]3c4cc(NS(=O)(=O)c5ccc(F)cc5)ccc4O[C@@H]3[C@@H](CO)O2)CC1	-2.3	-0.1
O=C(C[C@H]1C[C@H]2c3cc(NC(=O)Nc4ccccc4F)ccc3O[C@H]2[C@@H](CO)O1)NCc1cc(F)ccc1F	3.9	-0.5
O=C(Nc1ccccc1F)N[C@H]1CC[C@H](CCNC(=O)C2CCOCC2)O[C@@H]1CO	-5.7	0.2
C[C@@H]1CN([C@H](C)CO)C(=O)c2cc(-c3ccc(F)cc3)cnc2O[C@@H]1CN(C)C(=O)c1ccccn1	6.3	-1.2
CCC(=O)c1cn(CC(=O)O)c2ccccc12	1.5	-0.1
O=C(NC1CCCCC1)N[C@@H]1CC[C@@H](CCNS(=O)(=O)c2ccc(Cl)cc2)O[C@@H]1CO	-9.1	0.7
COc1ccccc1NC(=O)N(C)C[C@H]1OCc2cn(nn2)CCCC(=O)N([C@@H](C)CO)C[C@H]1C	2.5	-6.8
COc1ccc(Cl)cc1NC(=O)CCN1C(=O)C2C3C=CC(C4CC34)C2C1=O (stereo unspecified)	-5.7	0.6
COc1cccc(C#Cc2cnc3c(c2)C(=O)N([C@H](C)CO)C[C@H](C)[C@H](CN(C)C(=O)C2CC2)O3)c1	5.1	nt
CCOC(=O)c1c(C)cc(O)cc1O	-10.1	-0.3
COC(=O)c1cc(C(=O)NCc2ccco2)cc([N+](=O)[O-])c1	-1.9	0.0
C[C@H]1CN([C@@H](C)CO)S(=O)(=O)c2ccc(-c3ccc(F)cc3)cc2O[C@H]1CN(C)C(=O)c1ccccc1F	-4.2	4.4

# Next section (2 carried over from the part before).
structure	EZH2 inh	IDH1 mut inh
COC(=O)c1cc(C(=O)NCc2ccco2)cc([N+](=O)[O-])c1	-1.9	0.0
C[C@H]1CN([C@@H](C)CO)S(=O)(=O)c2ccc(-c3ccc(F)cc3)cc2O[C@H]1CN(C)C(=O)c1ccccc1F	-4.2	4.4
C[C@@H]1CCCCO[C@H](CN(C)Cc2ccc3c(c2)OCO3)[C@@H](C)CN([C@H](C)CO)C(=O)c2cc(NS(=O)(=O)c3ccccc3)ccc2O1	nt	-0.5
C[C@@H]1CN([C@@H](C)CO)C(=O)Cc2cc(N(C)C)ccc2O[C@H]1CN(C)Cc1ccc(C(F)(F)F)cc1	-13.8	-0.2
C[C@@H]1CN([C@@H](C)CO)C(=O)c2cc(NC(=O)Nc3ccc(F)cc3)ccc2O[C@@H]1CN(C)Cc1ccc2c(c1)OCO2	3.3	-1.0
CCC(=O)N1C[C@@H](C)[C@H](OC)CN(C)C(=O)c2cc(NC(=O)c3ccno3)ccc2OC[C@@H]1C	-0.4	-0.5
NC(=O)CN1C(=O)C(O)(CC(=O)c2ccc(Cl)cc2Cl)c2ccccc21 (stereo unspecified)	9.1	0.0
CCCN(C)C[C@@H]1Oc2cc(C#Cc3cccnc3)ccc2S(=O)(=O)N([C@H](C)CO)C[C@@H]1C	-13.3	1.4
Cc1coc(C)c1C(=O)CC1(O)C(=O)N(Cc2cccc3ccccc23)c2ccccc21 (stereo unspecified)	-1.6	0.0
C[C@H](NC(=O)C[C@H]1C[C@H]2c3cc(NC(=O)CN(C)C)ccc3O[C@H]2[C@H](CO)O1)c1ccccc1	-8.9	-0.9
O=C(CCN1CCCCC1)NCC[C@@H]1CC[C@@H](NS(=O)(=O)c2cccc(F)c2)[C@@H](CO)O1	-13.3	-0.2
O=C(C[C@@H]1C=C[C@H](NC(=O)c2ccccn2)[C@H](CO)O1)NCc1cccc(F)c1	3.3	0.4
CO[C@H]1CN(C)C(=O)c2cc(NC(=O)C3CCOCC3)ccc2OC[C@H](C)N(C)C[C@H]1C	4.6	0.7
CCCC(=O)Nc1ccc2c(c1)OC[C@@H](C)N(Cc1ccccn1)C[C@@H](C)[C@@H](OC)CN(C)C2=O	4.1	0.1
CCOC(=O)c1ncc2[nH]c3cccc(OC(C)C)c3c2c1C	3.8	-1.7
C[C@@H]1CN([C@H](C)CO)S(=O)(=O)c2ccc(C#Cc3cccc(F)c3)cc2O[C@@H]1CN(C)C	-25.5	-2.4
C[C@H](CO)N1C[C@H](C)[C@H](CN(C)Cc2ccncc2)Oc2ccc(NC(=O)CCN3CCOCC3)cc2C1=O	5.0	1.6
COc1ccccc1NC(=O)N[C@H]1CC[C@@H](CC(=O)N2CCC(Cc3ccccc3)CC2)O[C@@H]1CO	-9.3	0.2
O=C(C[C@H]1C[C@H]2c3cc(NC(=O)C4CCOCC4)ccc3O[C@H]2[C@H](CO)O1)NCc1ccccn1	1.9	-0.1
C[C@H]1CN([C@@H](C)CO)C(=O)c2cccc(NC(=O)c3nc4ccccc4s3)c2O[C@H]1CN(C)Cc1ccc(C(=O)Nc2ccccc2N)cc1	-8.2	nt
CN(C)CC(=O)N[C@H]1CC[C@H](CCn2cc(C3CCCCC3)nn2)O[C@H]1CO	-11.0	0.0
O=C(C[C@@H]1C=C[C@H](NC(=O)CC2CC2)[C@@H](CO)O1)NCc1ccc(-c2ccccc2)cc1	-3.2	0.4
C[C@@H]1CN([C@@H](C)CO)C(=O)c2cc(C#Cc3ccccc3)cnc2O[C@H]1CN(C)C(=O)C1CC1	-15.9	-1.6
CC(C)NC(=O)N(C)C[C@@H]1OCCCC[C@H](C)Oc2ccc(NC(=O)c3ccccc3)cc2C(=O)N([C@H](C)CO)C[C@@H]1C	5.5	-0.5
COc1ccc(S(=O)(=O)N(C)C[C@@H]2Oc3ccc(NS(=O)(=O)c4cn(C)cn4)cc3CC(=O)N([C@H](C)CO)C[C@H]2C)cc1	nt	2.1
CO[C@@H]1CN(C)C(=O)c2ccc(NC(=O)c3cc(C)on3)cc2OC[C@@H](C)N(C)C[C@@H]1C	3.3	0.2
O=C(C[C@@H]1C=C[C@@H](NC(=O)C2CC2)[C@H](CO)O1)Nc1nccs1	1.9	-0.1
C[C@@H]1CN([C@H](C)CO)C(=O)Cc2cc(NC(=O)c3ccncc3)ccc2O[C@@H]1CN(C)Cc1ccc(C(F)(F)F)cc1	-13.4	0.5
CNC[C@H]1OCCCC[C@@H](C)Oc2ccc(NS(=O)(=O)c3ccccc3)cc2C(=O)N([C@@H](C)CO)C[C@@H]1C	-7.0	3.7

# A portion of the library (hit frequency here may not be typical).
